TMEM16A inh = blocks the mouse calcium-activated chloride channel TMEM16A; normalized B-score (activity score, 25-100; higher = stronger inhibition) at 10 µM; AID 588511; Q8BHY3; HEK293 TMEM16A/YFP iodide influx fluorescence, ionomycin; actives 1.2% (n = 310,000);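 active = ratio plate-corrected score three or more library SD toward inhibition, starting fluorescence score within five deviations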;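 also: score derived from kinetic fluorescence span divided by baseline fluorescence per well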
SKKanGAS inh = inhibitors of SKKanGAS S. pyogenes growth in kanamycin (SK-promoter or general growth effect). BacTiter-Glo, 6 h. inhibition, % at 7.5 µM. actives 1.3% (n = 300,000). AID 1662;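 active = mean replicate score, as percent of positive control median, at least 50; inconclusive = mean below 50 but one replicate at or above 50; inactive = mean and every replicate below 50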;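 also: strain carries kanamycin resistance gene driven by streptokinase promoter and grows in 40 µg/ml kanamycin; loss of luminescence reflects streptokinase promoter inhibition or plain growth inhibition; 0% = median of DMSO wells and 100% = positive control at its reference dose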
MrgX1 allo act = human MrgX1 positive allosteric modulation, primary screen; B-score at 10 µM; MrgX1-HEK293, Fluo-4 calcium flux, FDSS; stronger effect = higher value; actives 0.63% (n = 310,000); AID 588675; Q96LB2;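 active = plate-corrected calcium response at least 3 library SD above typical, normal starting fluorescence, not activating the receptor alone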;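 also: compound read alongside a low EC10 to EC30 dose of BAM8-22 agonist; peak minus trough fluorescence over baseline measured at the second addition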
TMEM16A act = activates or potentiates the mouse TMEM16A chloride channel. actives 0.3% (n = 340,000). B-score at 10 µM. Q8BHY3. HEK293 TMEM16A/YFP-H148Q/I152L, iodide quench fluorescence; stronger effect = lower value. AID 623877;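 active = fluorescence-ratio B-score plate-corrected deviation score at least 3 library SD below zero, with starting fluorescence score within 5 deviations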;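 also: channel opened by trigger with iodide after compound preincubation; score built on the fluorescence ratio of max minus min over baseline; more negative score means more quench and so TMEM16A activation or potentiation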
MrgX1 antagonist = antagonists of human MrgX1 receptor; Q96LB2; MRGX1-HEK293 calcium flux, Fluo-4, BAM8-22 antagonism; stronger effect = lower value; B-score at 10 µM; actives 1.3% (n = 310,000); AID 588676;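 active = calcium-response B-score plate-corrected more than 3 library SD below zero, starting fluorescence within 5 deviations, no agonist response on first addition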;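 also: peak minus trough fluorescence over baseline after final BAM8-22 challenge near maximal dose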
TRPC4 inh = inhibitors of mouse TRPC4 channel. Q9QUQ5. HEK293 TRPC4beta/mu-opioid, DAMGO-evoked Fluo4 calcium flux; stronger effect = lower value. B-score at 10 µM. actives 0.39% (n = 300,000). AID 2247;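 active = B-score over 3 SD under the library average, no early fluorescence shift, positive overall ratio signal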
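test system = HEK293 cells with stable TRPC4beta plus mu-opioid receptor expression | detection = Fluo4 Ca2+ flux fluorescence | read-out = integrated fluorescence ratio relative to baseline, converted to per-well B score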
TRPC4 PAM = TRPC4 (mouse) allosteric potentiation | B-score at 10 µM | HEK293 TRPC4beta/mu-opioid, DAMGO EC20, Fluo-4 Ca2+ flux; stronger effect = higher value | Q9QUQ5 | actives 0.42% (n = 310,000);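 active = B-score of calcium response area above 5 SD of library B-scores, with initial fluorescence ratio within 5 SD of library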;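 also: B-score of integrated fluorescence ratio over time as area under calcium response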
TRPC6 activator = activates the mouse TRPC6 cation channel. B-score at 10 µM. actives 0.13% (n = 310,000). Q61143. HEK293-TRPC6 membrane potential dye fluorescence; stronger effect = higher value;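 active = B-score of the integrated fluorescence ratio above library mean plus 3 SD, and starting fluorescence ratio within library mean plus 5 SD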;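 also: higher score means more depolarization so channel activation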
Target sequence (Q61143 whole entry, looked up): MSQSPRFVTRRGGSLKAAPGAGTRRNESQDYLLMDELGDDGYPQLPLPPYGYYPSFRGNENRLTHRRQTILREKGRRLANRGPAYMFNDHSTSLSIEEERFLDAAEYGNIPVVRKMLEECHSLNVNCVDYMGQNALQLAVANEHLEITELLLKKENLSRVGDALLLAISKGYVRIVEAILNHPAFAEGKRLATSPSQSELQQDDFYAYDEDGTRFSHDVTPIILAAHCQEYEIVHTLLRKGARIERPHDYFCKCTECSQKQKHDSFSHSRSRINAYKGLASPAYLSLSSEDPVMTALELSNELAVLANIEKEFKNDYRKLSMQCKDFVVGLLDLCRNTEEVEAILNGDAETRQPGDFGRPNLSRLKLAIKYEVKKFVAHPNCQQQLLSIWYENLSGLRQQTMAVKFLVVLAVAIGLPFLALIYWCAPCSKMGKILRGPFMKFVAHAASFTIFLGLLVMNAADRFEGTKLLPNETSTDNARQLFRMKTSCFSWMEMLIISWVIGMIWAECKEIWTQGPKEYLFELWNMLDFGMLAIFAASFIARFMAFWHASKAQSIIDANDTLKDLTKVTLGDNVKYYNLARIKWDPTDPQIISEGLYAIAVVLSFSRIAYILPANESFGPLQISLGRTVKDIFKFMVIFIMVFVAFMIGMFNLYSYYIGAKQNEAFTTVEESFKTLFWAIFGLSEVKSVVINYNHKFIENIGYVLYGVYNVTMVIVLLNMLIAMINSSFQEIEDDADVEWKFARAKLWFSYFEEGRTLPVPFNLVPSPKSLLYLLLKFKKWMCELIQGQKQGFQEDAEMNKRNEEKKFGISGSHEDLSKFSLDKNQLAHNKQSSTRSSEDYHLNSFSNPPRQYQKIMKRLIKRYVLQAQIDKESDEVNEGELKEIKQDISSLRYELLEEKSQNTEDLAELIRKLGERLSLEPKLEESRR
TRPC4 agonist = TRPC4 (mouse) channel activation; B-score at 10 µM; Q9QUQ5; actives 0.49% (n = 310,000); HEK293 TRPC4beta/mu-opioid, Fluo4 calcium fluorescence; stronger effect = higher value;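 active = B-score above 5 SD of library B-scores, and initial fluorescence ratio not above library mean plus 5 SD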;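 also: positive B-score marks a calcium rise read as TRPC4 activation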
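Material: TRPC4beta and mu-opioid receptor HEK293 stable cells | Incubation: 45 min room-temperature Fluo4 loading, 110 s read | Detection: Kinetic Fluo4 calcium fluorescence | Measure: Integrated baseline-normalised fluorescence ratio, converted to per-well B score | Benchmarks: Low control buffer alone, high control maximal DAMGO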
MrgX1 agonist = agonists of human MrgX1 receptor. B-score at 10 µM. actives 0.44% (n = 310,000). MrgX1-HEK293 cells, Fluo-4 calcium fluorescence, agonist mode; stronger effect = higher value. Q96LB2;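 active = calcium response B-score plate-corrected fluorescence ratio at least 3 library SD, with starting fluorescence B-score inside 5 SD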
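Material – MrgX1-expressing HEK293 cells · Input – 15,000 cells seeded per well · Dosing – compound as first of three additions · Times – overnight seeding, then 1 h dark dye loading · Measured by – kinetic Fluo-4 NW fluorescence of intracellular calcium · Read-out – B-scored fluorescence response ratio · Benchmarks – positive and negative control wells on each plate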
TRPC6 inhibitor = mouse TRPC6 channel inhibition; Q61143; HEK293-TRPC6, membrane potential dye, ACh-evoked depolarization; stronger effect = lower value; B-score at 10 µM; actives 1.1% (n = 310,000);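 active = B-score under library mean minus 3 SD, initial fluorescence not abnormally high, positive integrated signal ratio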;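 also: B-score derived from integrated fluorescence ratio over the kinetic read; more negative B-score means stronger inhibition of depolarization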
The depositor's hits bear a star; i = inactive; ? = inconclusive; / = not tested or not shown.

Sequence of screens – TMEM16A inh	SKKanGAS inh	MrgX1 allo act	TMEM16A act	MrgX1 antagonist	TRPC4 inh	TRPC4 PAM	TRPC6 activator	TRPC4 agonist	MrgX1 agonist	TRPC6 inhibitor
- O=C1CCCC1C(=O)Nc1ccc2ccccc2c1 (configuration not stated)
→ i	0.2	i	i	i	i	i	i	i	i	i
- Cc1ccc(C2SCC(=O)N2Cc2cn3ccsc3n2)o1 (configuration not stated)
→ i	-1.6	i	i	i	i	i	i	i	i	i
- CCOC1C(=O)NC(=O)N1Cc1ccccc1 (configuration not stated)
→ i	8.8	i	i	i	i	i	i	i	i	i
- c1cc2cn[nH]c2cc1NC1CCCCCC1
→ i	2.3	i	i	i	i	i	i	i	i	i
- COc1ccc(Cl)cc1NC(=O)CN(C(=O)c1ccco1)C1CCCCC1
→ i	-0.4	i	i	i	i	i	i	i	i	i
- O=C(c1ccc(F)c(S(=O)(=O)N2CCOCC2)c1)N(CCc1ccccc1)Cc1ccccc1
→ i	-2.9	i	i	i	i	i	i	i	i	i
- Cc1ccc(C(=O)Nc2cc(=O)n(C)c(=O)n2C)cc1C
→ i	-1.9	i	i	i	i	i	i	i	i	i
- CC(C)(C)NC(=O)CON=C1c2ccccc2-c2ccccc21
→ i	-0.4	i	i	i	i	i	i	i	i	i
- COc1ccccc1Cc1nc(-c2cccnc2)no1
→ i	1.8	i	i	i	i	i	i	i	i	i
- Cc1ccc(NC(=O)CSc2nnc3c(n2)[nH]c2ccccc23)cc1
→ i	0.5	i	i	i	i	i	i	i	i	i
- COc1ccc(C(=O)CN2CCN(S(=O)(=O)c3cccc([N+](=O)[O-])c3)CC2)cc1
→ i	-13.4	i	i	i	i	i	i	i	i	i
- O=C(CCN1C(=O)/C(=C/c2ccccc2Cl)SC1=S)NC1C=CS(=O)(=O)C1 (configuration not stated)
→ i	2.4	i	i	i	i	i	i	i	i	i
- Oc1ccc(CN2CCCCC2)nc1-c1ccccc1
→ i	-3.2	i	i	i	-6*	i	i	i	i	i
- Cc1ccc2cc(C=O)c(Cl)nc2c1
→ i	7.6	7.34*	i	i	i	i	i	i	i	i
- CC1(C(=O)O)Oc2cccnc2NC1=O (configuration not stated)
→ i	-0.7	i	i	i	i	i	i	i	i	i
- CCOC(=O)C1(Cc2ccc(Cl)cc2)CCN(CCCn2cccn2)CC1
→ i	-21.1	i	i	i	i	i	i	i	i	i
- COc1cc(C)ccc1NC(=O)Cc1csc(NC(=O)Nc2ccccc2OC)n1
→ i	56.1*	i	i	i	i	i	i	i	i	i
- COc1ccccc1C(=O)NNC(=S)Nc1ccccc1
→ /	-4.8	/	i	/	i	i	i	i	/	i
- CCCCCCc1cc2cc(-c3nnc(-c4ccccc4O)o3)c(=O)oc2cc1O
→ i	98.4*	i	i	i	i	25*	i	i	i	i
- Cc1ccc(S(=O)(=O)c2cn(CC(=O)Nc3ccccc3)c3ccc(F)cc3c2=O)cc1
→ i	9.5	i	i	i	i	i	i	i	i	i
- N#Cc1cc(NCC2CCCO2)c([N+](=O)[O-])cc1C#N (configuration not stated)
→ i	-3.5	i	i	i	i	i	i	i	i	i
- Cc1ccc(-c2csc3nc(C(C)C)oc(=O)c23)c(C)c1
→ i	18.1	i	i	i	i	i	i	i	i	i
- O=C(Nc1ccc(NC(=O)c2ccccc2)nc1)c1ccncc1
→ i	3.6	i	i	-6.79*	i	i	i	i	i	i
- Cc1cc(F)ccc1S(=O)(=O)N1CCCOC1CNC(=O)C(=O)NCCC1=CCCCC1 (configuration not stated)
→ i	-1.9	i	i	i	i	i	i	i	i	i
- Cc1ccccc1CN1C(=O)CS/C1=N/N=C/c1ccco1
→ i	3.5	7.18*	i	i	i	i	i	i	i	i
- O=C(Nc1ccc2oc(=O)ccc2c1)c1ccc(-c2ccc(Cl)cc2)o1
→ i	0.0	i	i	i	i	i	i	i	i	i
- COc1ccc([N+](=O)[O-])cc1NC(=O)C(C)N(C)Cc1ccc(Br)cc1 (configuration not stated)
→ i	1.4	i	i	i	i	i	i	i	i	i
- O=C(NCc1cccnc1)c1cccc(NS(=O)(=O)c2ccc(Br)cc2)c1
→ i	6.8	i	i	i	i	i	i	i	i	i
- Cc1ccc(NC(=S)c2ccncc2)cc1
→ i	-4.9	i	i	i	i	i	i	i	i	i
- O=C(CSc1nnc2c(Cl)cc(Cl)cn12)N1CCOCC1
→ i	7.9	i	i	i	i	i	i	i	i	i
- COc1ccccc1CC1S/C(=N/N=C/c2ccco2)NC1=O (configuration not stated)
→ i	7.6	i	i	i	i	i	i	i	i	i
- Cc1cc(C)nc(NS(=O)(=O)c2ccc(NC(=O)NC3CCCCC3)cc2)n1
→ i	0.9	i	i	i	/	i	i	i	i	i
- CSc1nc2sc3c(c2c(=S)[nH]1)CC(C)(C)OC3
→ i	24.6	i	i	i	i	i	i	i	i	i
- Cc1cc(N)n(-c2nc(-c3cccnc3)nc3ccccc23)n1
→ i	4.9	i	i	i	i	i	i	i	i	i
- Cc1ccc(C2/C(=C(\O)c3c(C)nc4ccccn34)C(=O)C(=O)N2CCN(C)C)o1 (configuration not stated)
→ i	-0.9	i	i	i	i	i	i	i	i	i
- COc1ccc(C2NC(=S)NC(C)=C2C(=O)Nc2ccccn2)cc1 (configuration not stated)
→ i	-14.2	i	i	i	i	i	i	i	i	i
- CCCCSc1nc2ccccc2[nH]1
→ i	9.3	i	i	i	i	i	i	i	i	i
- Cc1ccc(Oc2nnc(-c3ccccc3)cc2C#N)cc1
→ i	0.8	i	i	i	i	i	i	i	i	i
- Cc1ccc(C(=O)Nc2nccs2)cc1
→ i	3.0	i	i	-5.25*	i	i	i	i	i	i
- Cc1ccc(S(=O)(=O)Oc2ccc(/C=C(/NC(=O)c3ccccc3)C(=O)O)cc2)cc1
→ i	1.2	i	i	i	i	i	i	i	i	i
- NNC(=O)c1csc(-c2ccccc2)n1
→ i	-0.5	i	i	i	i	i	i	i	i	i
- CCCS(=O)(=O)NCc1ccc2c(c1)cc(C)n2C
→ i	-6.1	i	i	i	i	i	i	i	i	i
- Cc1cc(C)cc(NC(=O)[C@H](NC(=O)[C@@H]2Cc3ccccc3CN2)c2ccccc2)c1
→ i	2.9	i	i	i	i	i	i	i	i	i
- Cc1nc2ccccn2c1C(=O)NC1CCCC1
→ i	-6.4	i	i	i	i	i	i	i	i	i
- CCOc1ccccc1-c1nnc(SCC(=O)NC2CC2)n1CC
→ i	-15.2	i	i	i	i	i	i	i	i	i
- CCN(CC)S(=O)(=O)c1ccc(N2CCCC2)c(NC(=O)CN2C(=O)NC3(CCCC3)C2=O)c1
→ i	-18.2	i	i	i	i	i	i	i	i	i
- COc1ccccc1NC(=O)C(C)NS(=O)(=O)c1ccccc1 (configuration not stated)
→ i	0.2	i	i	i	i	i	i	i	i	i
- O=C1C2CCCN2C(=O)N1CCCCN1CCN(c2cccc(C(F)(F)F)c2)CC1 (configuration not stated)
→ i	-2.9	i	i	i	i	i	i	i	i	i
- COc1ccc(/C=C/C(=O)Nc2ccccc2Cl)cc1S(=O)(=O)N1CCOCC1
→ i	-4.7	i	i	i	i	i	i	i	i	i
- COc1ccc(C2CC(=O)C3=C(C2)Nc2ccccc2N(C(=O)C2CC2)C3c2cccnc2)cc1OC (configuration not stated)
→ i	0.1	i	i	i	i	i	i	i	i	i
- CCc1ccc(NC(=O)CCNC(=O)Cn2cnc3ccccc3c2=O)cc1
→ i	0.7	i	i	i	i	i	i	i	i	i
- Oc1ccc(/C=C/c2ccc3ccccc3n2)cc1
→ i	43.5	i	i	i	i	i	i	i	i	i
- CC1CCCC(C)N1C(=O)CSc1nc2c(c(=O)n(C)c(=O)n2C)n1C (configuration not stated)
→ i	-2.1	i	i	i	i	i	i	i	i	i
- CCC1Oc2ccc(C)cc2N(CC(=O)NC2CCCCC2)C1=O (configuration not stated)
→ i	3.5	i	i	i	i	i	i	i	i	i
- Cc1ccc(C23CC4CC(CC(C(=O)N5CCN(C)CC5)(C4)C2)C3)cc1
→ i	?	i	i	i	i	i	i	i	i	i
- CCCSc1nc2c(c(=O)[nH]c(=O)n2C)n1Cc1ccc(C)cc1
→ i	9.6	i	i	i	i	i	i	i	i	i
- Cc1ccc(-c2nnn(CC(=O)N(c3cccc(F)c3)C(C(=O)NC(C)(C)C)c3ccco3)n2)o1 (configuration not stated)
→ i	-7.0	i	i	i	i	i	i	i	i	i
- Cc1c(C(=O)OCCOc2ccccc2)[nH]c2c1C(=O)CCC2
→ 100*	-12.4	i	i	-5.15*	i	i	i	i	i	i
- CC(C)c1ccccc1NS(C)(=O)=O
→ i	-3.6	i	/	i	i	i	i	i	i	i
- CCC(C)c1ccc(NC(=O)COC(=O)c2nc3nccc(C)n3n2)cc1 (configuration not stated)
→ i	-9.9	i	i	i	i	i	i	i	i	i
- CCOC(=O)CSc1nnc(CSc2nc3sc4c(c3c(=O)[nH]2)CCC4)n1C
→ i	0.2	i	i	i	i	i	i	i	i	i
- O=C(Nc1ccc2c(c1)OCO2)C1CCCCN1S(=O)(=O)c1ccc(F)cc1 (configuration not stated)
→ i	-10.1	i	i	i	i	i	i	i	i	i
- FC(F)(F)c1ccccc1-n1ccnc1
→ i	/	i	i	i	/	/	/	/	i	/

Compound activity: PubChem BioAssay, several laboratories
